# PglD inh: C. jejuni PglD acetyltransferase inhibitors, primary screen, biochemical, DTNB colorimetric, single point; UDP-N-acetylbacillosamine N-acetyltransferase PglD (Campylobacter jejuni); purified PglD enzyme, DTNB colorimetric CoA detection; inhibition, % at 12.5 µM; 360,000 compounds, 0.098% hits; in the data active means inhibition above about 16%, passing the limit was not always enough; further: strong numbers were not always called active
# RAD54 branch: inhibitors of human RAD54 branch migration, primary screen, biochemical, fluorescence, single point. DNA repair and recombination protein RAD54-like (Homo sapiens), Q92698. RAD54 Holliday junction branch migration, FAM/BHQ fluorescence. inhibition, % at 10.4 µM. 360,000 compounds, 0.14% hits. AID 602329, 2012;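 active means mean normalized replicate activity at least 40 and at least half of replicates scoring 40 or more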;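 further: 0% = median of neutral control wells and 100% = median of positive control wells; inhibitors cause a drop in the FAM fluorescence signal; in these data hits start at about 50%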
# Target sequence (Q92698 whole entry, looked up): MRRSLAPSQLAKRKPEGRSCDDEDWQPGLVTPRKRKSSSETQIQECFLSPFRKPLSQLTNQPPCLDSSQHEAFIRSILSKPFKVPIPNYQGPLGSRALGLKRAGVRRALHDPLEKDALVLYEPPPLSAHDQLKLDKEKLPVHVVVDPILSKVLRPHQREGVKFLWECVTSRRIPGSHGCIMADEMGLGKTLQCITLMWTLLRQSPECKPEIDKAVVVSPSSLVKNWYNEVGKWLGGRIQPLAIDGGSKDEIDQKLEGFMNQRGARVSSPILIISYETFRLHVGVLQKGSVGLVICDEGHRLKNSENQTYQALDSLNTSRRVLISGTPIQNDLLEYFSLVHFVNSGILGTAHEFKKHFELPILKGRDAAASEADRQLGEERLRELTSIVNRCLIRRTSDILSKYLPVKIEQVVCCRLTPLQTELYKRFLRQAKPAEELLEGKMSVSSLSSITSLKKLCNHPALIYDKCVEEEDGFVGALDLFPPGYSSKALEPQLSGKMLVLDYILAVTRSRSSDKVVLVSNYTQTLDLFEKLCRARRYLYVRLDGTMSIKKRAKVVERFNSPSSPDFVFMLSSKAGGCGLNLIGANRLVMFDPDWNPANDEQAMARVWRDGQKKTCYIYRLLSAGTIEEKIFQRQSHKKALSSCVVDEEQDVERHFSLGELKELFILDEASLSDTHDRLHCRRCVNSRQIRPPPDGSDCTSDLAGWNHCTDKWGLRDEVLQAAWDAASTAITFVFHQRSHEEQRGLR
# An asterisk follows results filed as active.
# Each structure is followed by: PglD inh, RAD54 branch
> Cc1nc2sc(C(c3ccccc3)N3CCC(O)CC3)c(O)n2n1 (centres undefined)
→ -6, 9
> CN(c1ccccc1)c1nc(-n2ccnc2)nc(-n2ccnc2)n1
→ 1, 1
> CC1CCc2c(sc(NC(=O)CSc3nnc(-c4ccccc4)o3)c2C#N)C1 (centres undefined)
→ 2, -6
> O=c1c[n+]([O-])c2ccccc2n1OCc1ccccn1
→ 19, -7
> O=S(=O)(Nc1ccc(Oc2ncccn2)c(Cl)c1)c1ccc(Cl)cc1
→ -18, -4
> CCc1ccccc1NC1c2ccccc2C(=O)N1c1cccnc1 (centres undefined)
→ -5, -17
> CC1=C(C(=O)Nc2ccc(Cl)cc2)C(c2cccs2)n2nnnc2N1 (centres undefined)
→ -5, 6
> Cc1cnn(-c2ccc3nnc(-c4ccc(Br)cc4)n3n2)c1
→ -1, 5
> Nn1c(SCC(=O)NC2CCCCC2)nnc1-c1ccccc1
→ -3, 15
> COc1ccccc1CNC(=O)CCn1c(=O)[nH]c2ccsc2c1=O
→ 0, -15
> CC1=C(C(=O)Nc2ccccc2)C(c2ccccn2)n2ncnc2N1 (centres undefined)
→ 7, 8
> O=C(Nc1ccccc1N1CCCC1)c1cc2ccccc2o1
→ -2, 2
> CC(C)(C)c1ccc(C(=O)c2c[nH]c(C(=O)NCCCn3ccnc3)c2)cc1
→ 5, -4
> N=c1c(S(=O)(=O)c2ccccc2)cc2c(=O)n3ccccc3nc2n1Cc1ccco1
→ -5, 4
> CCCCN(C(=O)CNC(=O)c1cccs1)C(C(=O)NC1CCCCC1)c1cccnc1 (centres undefined)
→ -4, -17
> CCCN(Cc1cc2cccc(C)c2[nH]c1=O)C(=O)c1cccc(OC)c1
→ 3, 16
> Cc1ccc(CC(=O)Nc2nc3c(s2)CCCC3)cc1
→ 0, -14
> CN(C)CCNC(=O)c1ccccc1-c1ccccc1
→ 9, 10
> Cc1ccc(NC(=O)CCc2ccc(S(=O)(=O)N3CCOCC3)cc2)c(C)c1
→ 1, -3
> CC(C)(C)C(=O)/C=C(\N)c1ccccn1
→ 5, -7
> CC(C)CCN(C)C1CCN(S(=O)(=O)c2cccc(C(F)(F)F)c2)CC1
→ 7, 11
> Cc1ccc(NC(=O)OCC(F)(F)C(F)F)cc1NC(=O)OCC(F)(F)C(F)F
→ -1, -3
> c1ccc(-c2nccc(-c3ccc(-n4cnc5ccccc54)cc3)n2)nc1
→ 4, 10
> CNC(=S)N(CCc1ccc(OC)c(OC)c1)C1CC(=O)N(c2ccccc2)C1=O (centres undefined)
→ 7, -4
> C=CCOc1ccc(C(=O)NC2CCCCC2)cc1
→ 0, -8
> CCC(=O)N(CCC(Cc1ccccc1)c1ccc2c(c1)OCO2)Cc1ccccc1F (centres undefined)
→ 0, -12
> Cc1ccc(/C=C/C(=O)NCCCc2ccccc2)cc1
→ 0, -9
> O=C(C1CCC1)N1CCc2cc(S(=O)(=O)NCc3cccnc3)ccc21
→ -3, 4
> CC(=O)Cc1nsc(NC(=O)c2ccccc2)n1
→ -2, 3
> Cc1cc(NCCCN2CCOCC2)n2ncc(-c3ccc(Cl)cc3)c2n1
→ 2, 0

# 2 neighbouring compounds from above, quoted:
# Each structure is followed by: PglD inh, RAD54 branch
> CC(=O)Cc1nsc(NC(=O)c2ccccc2)n1
→ -2, 3
> Cc1cc(NCCCN2CCOCC2)n2ncc(-c3ccc(Cl)cc3)c2n1
→ 2, 0

# Complete entries, quoted from the list. Order of screens: PglD inh | RAD54 branch
# C=CCOc1ccc(C(=O)NC2CCCCC2)cc1 across the screens: 0 | -8
# O=C(C1CCC1)N1CCc2cc(S(=O)(=O)NCc3cccnc3)ccc21 across the screens: -3 | 4
# CCC(=O)N(CCC(Cc1ccccc1)c1ccc2c(c1)OCO2)Cc1ccccc1F (centres undefined) across the screens: 0 | -12
# c1ccc(-c2nccc(-c3ccc(-n4cnc5ccccc54)cc3)n2)nc1 across the screens: 4 | 10

# More entries follow.
# Each structure is followed by: PglD inh, RAD54 branch
> Cc1cccc(NC(=O)CSc2ccc(-c3cccs3)nn2)c1C
→ 3, 6
> CCN(CC)S(=O)(=O)c1ccc(C(=O)OCC(=O)N2CCN(C(=O)c3ccco3)CC2)cc1
→ 0, 9
> NC(=O)Cn1c(S(=O)(=O)Cc2ccccc2)nc2ccccc21
→ -3, -3
> O=C(CCCn1c(=O)oc2ccccc21)Nc1cccnc1
→ -5, -4
> CCc1nc2ccc(C)cc2c(C(=O)NC2CCCCC2C)c1C (centres undefined)
→ 0, 13
> CCc1cccc(OCCCCN(CC)CC)c1
→ 6, 4
> CC1CCc2c(sc(NC(=O)CSc3nc4c(c(C(F)(F)F)n3)CCc3ccccc3-4)c2C(N)=O)C1 (centres undefined)
→ 6, 1
> CCCOc1nc(N)c(C#N)c(-c2ccccc2F)c1C#N
→ 1, -4
> COc1ccc(Cl)cc1NC(=O)C(C)OC(=O)c1ccc(NS(=O)(=O)c2ccc3[nH]c(=O)[nH]c3c2)cc1 (centres undefined)
→ 3, 15
> Cc1ccc(-c2nnn(CC(=O)O)n2)cc1
→ 0, 2
> CCOc1ccc(NC(=O)NCCCN2CCCC2)cc1
→ -1, -6
> CCCOc1ccc(/C=N/NC(=O)C(=O)Nc2ccccn2)cc1
→ -5, 9
> COC(=O)c1ccc(NC(=S)NC(=O)c2cc(-c3ccccc3)nc3ccccc23)cc1
→ 0, 0
> COC(=O)c1c(NC(=O)c2nn(C)cc2Cl)sc2c1CCCC2
→ -2, -7
> COc1cccc(C2C(C(=O)c3cccs3)=C(O)C(=O)N2c2cc(C)on2)c1 (centres undefined)
→ -1, -21
> CCOC(=O)C(C)n1cnc2sc(C)c(C)c2c1=O (centres undefined)
→ 3, -4
> COc1cccc(OCCOc2c(OC)cccc2OC)c1
→ -4, -2
> O=C(COC(=O)c1ccco1)c1ccc2ccccc2c1
→ -1, 2
> COc1ccc(C2=NN(c3nc4ccccc4s3)C(=O)/C2=C\N(C)C)cc1
→ 0, -12
> COc1ccc(C2C(C(C)=O)=C(O)C(=O)N2CCc2ccccc2)c(OC)c1 (centres undefined)
→ 3, -3

# Given with bars between the fields: entries from further up.
compound | PglD inh | RAD54 branch
COc1cccc(C2C(C(=O)c3cccs3)=C(O)C(=O)N2c2cc(C)on2)c1 (centres undefined) | -1 | -21
CCOC(=O)C(C)n1cnc2sc(C)c(C)c2c1=O (centres undefined) | 3 | -4
COc1cccc(OCCOc2c(OC)cccc2OC)c1 | -4 | -2
O=C(COC(=O)c1ccco1)c1ccc2ccccc2c1 | -1 | 2

# Additional records.
# Each structure is followed by: PglD inh, RAD54 branch
> COCCCNC(=S)NNC(=O)c1ccoc1C
→ -2, -7
> CCN1CCN(c2ncc(C(=O)Nc3cc(Cl)ccc3OC)c3ccccc23)CC1
→ 6, 11
> CCOC(=O)C1(S(=O)(=O)c2ccccc2)CCN(Cc2ccccc2)CC1
→ 1, -6
> Cc1ccc(S(=O)(=O)Nc2nc3ccccc3nc2N2CCc3ccccc3C2)cc1
→ 2, 3
> COC(=O)C1CC(=O)N(CCc2c[nH]c3ccccc23)C1 (centres undefined)
→ -18, 1
> CCOc1ccc(/C(O)=C2\C(=O)C(=O)N(c3cc(C)on3)C2c2ccccc2OC)cc1 (centres undefined)
→ 0, -27
> CC(=O)NCC(=O)N(C)C(C(=O)Nc1ccc2c(c1)OCCO2)c1ccccc1 (centres undefined)
→ 2, 4
> CCOc1ccccc1C(=O)NC(C(=O)OCC(=O)Nc1nnc(-c2ccccc2)o1)C(C)C (centres undefined)
→ 2, 1
> N#Cc1nc(N2CCCC2)nc(N2CCCC2)n1
→ -247, -4
> O=C(NS(=O)(=O)c1ccc2c(c1)OCCO2)c1ccccc1
→ 4, -11
> CC(=O)c1cccc(NC(=O)COc2ccccc2)c1
→ 6, 1
> COc1ccc(N(CC(=O)Nc2cccc(C)c2C)S(=O)(=O)c2c(C)n[nH]c2C)cc1
→ 1, -13
> CCOC(=O)c1ccc(CNC(=O)CSc2nnnn2-c2ccc(Cl)cc2)o1
→ 4, -5
> CCCC1(CCC)NC(=O)N(CC(=O)Nc2cccc(OC)c2)C1=O
→ 6, -13
> O=C(COc1nnc2ccccn12)N1CCN(S(=O)(=O)c2ccccc2)CC1
→ -191, 0
> Cc1ccc(C(=O)O/N=C(\N)Cc2cccs2)c(Cl)c1
→ 0, -4
> O=C(NCc1cccnc1)c1cccnc1-c1nc2ccccc2s1
→ -2, 6
> O=C1c2ccccc2C(=O)N1CC(=O)N1c2ccccc2CCc2ccccc21
→ 0, 1
> O=C(NCc1cccnc1)c1ccccn1
→ 3, 7
> Cc1ccc(-c2nnc(N3CCN(c4ccccn4)CC3)c3ccccc23)cc1
→ 1, 8
> CCN(CC)C(=O)CSc1nnc(-c2cccnc2)n1Cc1ccccc1
→ -1, -1
> CCn1c(COc2ccc3c(c2)OCO3)nnc1SCC(=O)c1ccc(Cl)cc1
→ -3, 11
> c1ccc(Cn2c(CN3CCCC3)nc3ccccc32)cc1
→ 0, -12
> O=C(COc1ncnc2ccccc12)Nc1cccc(S(=O)(=O)N2CCOCC2)c1
→ 6, 2
> CCOC(=O)c1ccc(CNC(=O)C2CCCCC2C(=O)OCC(F)(F)F)o1 (centres undefined)
→ -2, 11
> CN(C)C(=O)CSc1nnc(CCNC(=O)OC(C)(C)C)o1
→ -1, -7
> CCC(=O)Nc1ccc2nc(C3CC3)n(Cc3ccccc3)c(=O)c2c1
→ -2, -12
> Cc1cccc(C)c1NC(=O)CCCN1CC(C)OC(C)C1 (centres undefined)
→ -2, 7
> O=c1c2nnn(Cc3ccccc3)c2ncn1-c1ccccc1
→ 11, -1
> O=c1cc(-c2ccccc2)nc2nc(-c3ccccc3)[nH]n12
→ 5, -3
> COCCOC(=O)C1=C(C)OC(N)=C(C#N)C1c1ccco1 (centres undefined)
→ -2, 2
> Cc1ccc(S(=O)(=O)Nc2c(O)ccc3ccccc23)cc1
→ -1, -8
> Cc1ccnc(NS(=O)(=O)c2ccc(NS(=O)(=O)Cc3ccccc3)cc2)n1
→ -2, -8
> C=C1c2cc(OC)ccc2NC(=O)N1CC
→ -1, -15
> O=C(Nc1cccc(-c2nc3ncccc3o2)c1)c1cc2ccccc2o1
→ -9, 6
> O=C(NCc1ccco1)c1scc2c1OCCO2
→ -1, -14
> Cc1ccc(OCC(O)CNS(=O)(=O)c2ccccc2C(=O)O)cc1 (centres undefined)
→ 5, 5
> O=C(Nc1ccccc1)C12CC3CC(C1)CC(n1cnc([N+](=O)[O-])n1)(C3)C2
→ -6, -7
> OC(CNc1ccccc1)COc1ccc(OCC(O)CNc2ccccc2)cc1 (centres undefined)
→ 10, 1
> COc1ccc(N=c2oc3cc(O)ccc3cc2C(=O)NCC2CCCO2)cc1 (centres undefined)
→ 1, -2

# The last six compounds of the part above open the next one:
# Each structure is followed by: PglD inh, RAD54 branch
> O=C(Nc1cccc(-c2nc3ncccc3o2)c1)c1cc2ccccc2o1
→ -9, 6
> O=C(NCc1ccco1)c1scc2c1OCCO2
→ -1, -14
> Cc1ccc(OCC(O)CNS(=O)(=O)c2ccccc2C(=O)O)cc1 (centres undefined)
→ 5, 5
> O=C(Nc1ccccc1)C12CC3CC(C1)CC(n1cnc([N+](=O)[O-])n1)(C3)C2
→ -6, -7
> OC(CNc1ccccc1)COc1ccc(OCC(O)CNc2ccccc2)cc1 (centres undefined)
→ 10, 1
> COc1ccc(N=c2oc3cc(O)ccc3cc2C(=O)NCC2CCCO2)cc1 (centres undefined)
→ 1, -2
> O=c1cc2c(nn1Cc1c(Cl)cccc1Cl)-c1ccccc1CC2
→ -37, 7
> CCN(CC)c1ccc(NC(=O)COC(=O)CCC(=O)c2ccc(F)cc2)cc1
→ 2, -14
> O=C(NC1CCCC1)C1CCN(S(=O)(=O)c2cccc3cccnc23)CC1
→ -2, -3
> C=CCOC(=O)C1=C(C)NC(SC)=C(C#N)C1c1cccs1 (centres undefined)
→ 18, -3
> CCn1cc(C(=O)NCc2ccc(C)o2)c2cc(OC)c(OC)cc2c1=O
→ 5, -1
> Cc1ccc(NC(=O)/C=C/C(=O)O)c([N+](=O)[O-])c1
→ 0, 3
> COc1cccc(NC(=O)CN2CCC(C)CC2)c1
→ -1, -4
> Cc1ccc(Nc2ncccc2C(=O)NCc2cccs2)c(C)c1
→ -6, 9
> Nc1ncc2c(n1)CC(c1ccco1)CC2=O (centres undefined)
→ -206, 5
> O=C(NCN1CCN(c2ccccc2F)CC1)c1ccccc1
→ 3, 5
> COc1ccc(OC)c2[nH]c(=O)c(CCNC(=O)C3CCCCC3)cc12
→ 2, -11
> N#Cc1c(-c2ccc(Cl)cc2)ccn2nc(C3CCCCC3)nc12
→ 1, -7
> O=C(/C=C/c1cccs1)Nc1ccc(N2CCOCC2)c(S(=O)(=O)Nc2cc(Cl)ccc2Cl)c1
→ 2, 5
> CSCCC(NS(=O)(=O)c1cccs1)C(=O)NCc1cccs1 (centres undefined)
→ 6, -20
> O=C(CN1CCOCC1)OCCCc1ccccc1
→ -4, 1
> C=CCOc1cccc(C2/C(=C(\O)c3ccc(F)cc3)C(=O)C(=O)N2CCN(C)C)c1 (centres undefined)
→ 8, 5
> O=C(C1CC1(c1ccccc1)c1ccccc1)N1CCOCC1 (centres undefined)
→ 3, -8
> CNC(=O)c1ccc(N(Cc2ccccc2)S(C)(=O)=O)cc1
→ 3, 5
> O=C(Cc1cccs1)Nc1ccc(-c2nc3ccccc3[nH]2)cc1
→ -5, -2
> COc1ccc(OCC(=O)N2CCN(C(=O)c3cccc4ccccc34)CC2)cc1
→ 2, -12
> Cc1ccc(-c2nc(-c3ccccn3)no2)cc1Cl
→ 5, 5
> CCOc1ccc(NC(=O)CSc2nnc(C)n2CC2CCCO2)cc1 (centres undefined)
→ -2, -14
> O=C(Cn1ccc2ccccc2c1=O)N1CCN(Cc2ccc3c(c2)OCO3)CC1
→ -2, 3
> COc1ccc(-n2nc3c(c2NC(=O)C2CC2)CS(=O)C3)cc1 (centres undefined)
→ -1, -2
> Cc1ccc(/C(O)=C2/C(=O)C(=O)N(Cc3cccnc3)C2c2ccccn2)cc1 (centres undefined)
→ 1, 11

# Source: PubChem (Broad Institute)

# Some of the compounds tested; the hit share may differ from the screen's.
